HDAC3 inhib = HDAC3 deacetylase inhibitors, primary screen, biochemical, fluorescence, cell-free homogeneous. recombinant HDAC3, fluorogenic peptide/trypsin coupled. Histone deacetylase 3 (Homo sapiens), O15379. hit rate 0.15% among 320,000. inhibition, % at 8.3 µM; in the data active = inhibition above about 26%, passing the limit was not always enough; inconclusive = no clear call, values can overlap the other calls
Target sequence (O15379 whole entry, looked up): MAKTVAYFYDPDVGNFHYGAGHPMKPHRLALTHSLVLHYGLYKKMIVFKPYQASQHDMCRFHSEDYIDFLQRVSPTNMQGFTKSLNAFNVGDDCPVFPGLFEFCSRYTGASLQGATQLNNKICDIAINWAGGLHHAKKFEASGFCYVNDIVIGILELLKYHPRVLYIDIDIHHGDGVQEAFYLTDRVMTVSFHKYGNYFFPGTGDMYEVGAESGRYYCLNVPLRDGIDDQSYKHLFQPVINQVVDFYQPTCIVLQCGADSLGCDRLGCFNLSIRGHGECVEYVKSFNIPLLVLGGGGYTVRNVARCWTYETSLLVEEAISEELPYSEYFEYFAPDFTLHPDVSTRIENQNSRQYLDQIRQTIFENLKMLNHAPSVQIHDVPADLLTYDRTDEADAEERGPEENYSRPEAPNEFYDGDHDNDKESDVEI
Dyrk1A ADPGlo = rat Dyrk1A kinase inhibitors, primary screen, biochemical, single point, plate reader. inhibition, % at 12.5 µM. ADP-Glo luminescence, NFATc1 peptide. AID 504441, 2011. hit rate 0.43% among 310,000. Dual specificity tyrosine-phosphorylation-regulated kinase 1A (Rattus norvegicus), Q63470; in the data active = inhibition above about 50%;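 note: plate controls were vehicle with enzyme for no effect and no enzyme for full effect; many of its hits are not listed in these tables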
GSK3A inh = blockers of GSK3A enzyme activity – biochemical, luminescence, cell-free homogeneous, HTS, primary screen; GSK-3 alpha kinase, ADP-Glo luminescence, 60 min; hit rate 0.1% among 320,000; inhibition, % at 10 µM;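 in the data active = inhibition above about 50%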;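 note: GST-tagged GSK-3 alpha with peptide substrate and 25 µM ATP; 0% = DMSO neutral wells and 100% = GW8510 positive control wells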
Target sequence (P49840 whole entry, looked up): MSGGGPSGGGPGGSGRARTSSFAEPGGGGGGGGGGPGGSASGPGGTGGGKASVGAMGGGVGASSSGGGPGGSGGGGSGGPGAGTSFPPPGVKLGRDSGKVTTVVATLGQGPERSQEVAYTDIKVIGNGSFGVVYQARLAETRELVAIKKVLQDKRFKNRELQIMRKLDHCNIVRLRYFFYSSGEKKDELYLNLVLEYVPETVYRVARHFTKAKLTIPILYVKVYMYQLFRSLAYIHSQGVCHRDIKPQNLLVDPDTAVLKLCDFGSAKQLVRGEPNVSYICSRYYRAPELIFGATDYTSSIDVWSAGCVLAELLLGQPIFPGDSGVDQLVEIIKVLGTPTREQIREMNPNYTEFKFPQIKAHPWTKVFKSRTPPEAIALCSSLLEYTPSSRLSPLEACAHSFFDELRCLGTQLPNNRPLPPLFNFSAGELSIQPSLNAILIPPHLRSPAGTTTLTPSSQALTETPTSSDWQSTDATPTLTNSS
Active calls of the source: *; ? = inconclusive. This is a subset; rates above refer to the full screens.

Results follow in this order: HDAC3 inhib	Dyrk1A ADPGlo	GSK3A inh
> CCNC(=O)N(C)C[C@H]1N[C@@](C)(C(=O)OC)[C@H]2C(=O)N(C)C(=O)[C@@H]12
  -1	-5	-1
> CC(=O)c1cc2c(cc1NC(=O)Cc1c(C)noc1C)OCO2
  -16	-1	-2
> CCC/C(=C1/c2ccccc2C(=O)N1c1ccccc1)c1ccc(O[C@@H]2CCCCO2)cc1
  1	0	1
> Oc1cc(NCCN2CCOCC2)cc2cccnc12
  -8	19	-5
> COc1cc2c(C(F)(F)F)c(-c3ccc(C#N)cc3)oc(=O)c2cc1OC
  -7	3	0
> O=Cc1ccc(C(=O)OCC(=O)NC(=O)Nc2ccccc2F)cc1
  0	-1	-11
> Cc1nc2ccc(NS(=O)(=O)c3ccc(F)cc3F)cc2s1
  7	7	-2
> Cc1ccc(NC(=O)CN(C)C(=O)Cc2c[nH]c3ccccc23)cc1
  3	-2	-3
> CCOc1ccc2oc(C(=O)N(CC)CC(=O)Nc3ccc(NC(C)=O)cc3)c(C)c2c1
  -4	-1	22
> C[C@H](CO)N1C[C@H](C)[C@@H](CN(C)S(C)(=O)=O)Oc2ccc(NC(=O)Nc3ccc(C(F)(F)F)cc3)cc2C1=O
  7	5	1
> COc1ccc2c(c1)[C@H]1[C@H](CO2)[C@H](c2ccccc2)[C@]2(C)C(=O)Nc3cc(F)c(F)cc3C(=O)N12
  5	12	-2
> Cc1ccccc1C(=O)NNC(=O)c1cc(S(=O)(=O)N2CCOCC2)ccc1C
  -5	-2	-2
> CCC(NC(=O)CCC(=O)N1CCN(S(=O)(=O)c2ccc(C)cc2)CC1)c1ccc(C)cc1 (stereo unspecified)
  0	1	-1
> CN(C(=O)COC(=O)CNC(=O)c1sc2ccccc2c1Cl)C1CCS(=O)(=O)C1 (stereo unspecified)
  1	4	-1
> Cc1ccccc1OCC(=O)Nc1ccc(N2CCOCC2)cc1N1CCOCC1
  -3	1	9
> CCNS(=O)(=O)c1ccc(Br)c(C(=O)OC(C)C(=O)NCC2CCCCC2)c1 (stereo unspecified)
  -1	4	2
> OC(CCN1CCCCC1)(c1ccccc1)C1C[C@@H]2C=C[C@H]1C2 (stereo partly specified)
  2	-6	-2
> CC(=NNC(=O)c1cccc(S(=O)(=O)N2CCOCC2)c1)c1ccccc1
  1	1	-3
> CCN(CC)S(=O)(=O)c1ccc(O)c(C(=O)OCC(=O)NC23CC4CC(CC(C4)C2)C3)c1
  1	1	-1
> Nc1ccc(N2CCCC2)c(S(=O)(=O)Nc2cccc(C(F)(F)F)c2)c1
  -5	0	-1
> Cn1nnnc1Sc1ncnc2scc(-c3ccc(Cl)cc3)c12
  -9	13	1
> Cc1ccc(C(C)C)c(OCC(=O)NNC(=O)Cc2ccc(S(=O)(=O)N3CCOCC3)s2)c1
  -4	-2	1
> COc1cc2cnc(CCO[C@H]3CCCCO3)cc2cc1OC
  12	35	-4
> COc1ccc(Cl)cc1NS(=O)(=O)c1cccc(C(=O)NCC(C)(C)N2CCOCC2)c1
  2	1	1
> Cc1noc(C)c1CSCC(=O)Nc1ccc(S(C)(=O)=O)cc1
  5	-3	-5
> COc1ccccc1N1CC(C(=O)Nc2ccc(S(=O)(=O)N3CCCC3)cc2)CC1=O (stereo unspecified)
  8	4	-4
> Cc1ccc(C(=O)Nc2ccc(N3CCCCC3)cc2)cc1
  -4	-2	-3
> COc1ccc(C(=O)NC(=O)CSc2n[nH]c(N)n2)cc1
  4	4	1
> CC(=O)NC(c1ccco1)c1cc(F)c2cccnc2c1O (stereo unspecified)
  5	-4	0
> Cc1noc(C)c1C(=O)OCC(=O)N1CCc2ccccc21
  -1	-4	2

Results follow in this order: HDAC3 inhib	Dyrk1A ADPGlo	GSK3A inh
> O=C(COC(=O)/C=C/c1cccc(C(F)(F)F)c1)NCCN1C(=O)CSC1=O
  -1	-5	-1
> Cc1ccc(OCC(=O)OCC(=O)Nc2ccc3c(c2)OCO3)cc1C
  0	3	-5
> CCOC(=O)C1CCCN(C(=O)c2ccc(C(=O)c3ccccc3)cc2)C1 (stereo unspecified)
  0	-2	1
> COc1cccc(C(=O)OCC(=O)c2c(N)n(C)c(=O)n(C)c2=O)c1
  3	6	0
> COC(=O)Nc1ccc(S(=O)(=O)N2CCC(C(=O)NCc3ccc4c(c3)OCO4)CC2)cc1
  -2	-2	-1
> CCN1C(=NCCc2ccccn2)N[C@@H](c2cccc(C(F)(F)F)c2)C(C(=O)OC)=C1C
  -8	-5	-2
> N#CC1(NC(=O)CSc2nnc3n2CCCCC3)CCCCC1
  -2	-2	2
> Cc1ccc(NC(=O)COc2cccc(-n3cnnn3)c2)cc1S(=O)(=O)N1CCOCC1
  0	0	6
> COc1ccc(CCN(C)C(=O)c2ccc3c(=O)n4c(nc3c2)CCCCC4)cc1OC
  1	8	0
> O=C1C=C(/C=C/c2ccccc2)C[C@@H](c2ccc3c(c2)OCO3)C1
  -4	7	-1
> O=C(NC(=S)Nc1ccc(O)cc1)C1CCCC1
  7	11	16
> O=C1CSc2ccc(C(=O)NCCc3ccc(Cl)cc3Cl)cc2N1
  3	-3	1
> Cc1noc(C)c1C(=O)N(CC(=O)Nc1ccccc1Br)Cc1ccco1
  9	4	-5
> Cc1cc(C)cc(OCC(=O)OCC(=O)NC2CCCC2)c1
  -4	7	-3
> O=C(NCC(c1ccco1)N1CCCC1)c1ccc(S(=O)(=O)Nc2ccccc2Cl)cc1 (stereo unspecified)
  3	-6	-2
> CC(C)(C)[C@H]1COC(=O)[C@H](NC(=O)OCC2c3ccccc3-c3ccccc32)C/C=C\C[C@@H](CC(=O)N[C@H](CO)Cc2ccccc2)C(=O)N1
  -1	5	2
> Cc1ccccc1S(=O)(=O)/N=C(/Nc1nc2ccccc2s1)c1ccccc1
  -1	0	0
> Cc1ccc(OC(C)C(=O)Nc2ncc(Cl)cc2Cl)c([N+](=O)[O-])n1 (stereo unspecified)
  0	1	-3
> COCCN(C(=O)c1ccc(N2CCCC2=O)cc1)c1c(N)n(Cc2ccccc2)c(=O)[nH]c1=O
  5	-5	-4
> O=C(Nc1nccs1)C1=COCCO1
  6	5	-1
> Nc1nc(N)nc(-c2cc(F)ccc2O)n1
  0	36	9
> Cc1ccc(OCC(=O)NNC(=O)C2CCC2)cc1C
  ?	-6	-1
> COc1ccc2c(c1)OC[C@H]1[C@H]2N2C(=O)c3cc(Br)ccc3NC(=O)[C@@]2(C)[C@H]1c1ccccc1
  12	4	-1
> Cc1nn(Cc2ccccc2)c(C)c1C(=O)NCCCN1CCCC1=O
  3	5	-11
> Cc1nnc(SCC2=C(C(=O)O)N3C(=O)C(NC(=O)Cc4ccccc4)C3SC2)s1 (stereo unspecified)
  1	-7	0
> O=C(CSc1nnc(-c2ccccc2F)o1)NC(=O)Cc1ccccc1
  1	1	-2
> COc1ccccc1NC(=O)c1ccc(NC(=O)COC(=O)c2cccnc2Cl)cc1
  1	0	1
> C=CC[C@H](CC(=O)OC(C)(C)C)C(=O)OC[C@@H]1CCCN1C(=O)[C@@H](CC=C)CC(=O)N[C@H](CO)Cc1ccccc1
  14	2	0
> CCN(CC)C(=O)c1cccc(NC(=O)C2=COCCO2)c1
  4	-6	1
> C=CC[C@H](CC(=O)N(CCO)Cc1ccccc1)C(=O)NC[C@H](OC(=O)[C@@H](CC=C)CC(=O)OC(C)(C)C)c1ccccc1
  31*	4	-6

Results follow in this order: HDAC3 inhib	Dyrk1A ADPGlo	GSK3A inh
> O=C(COC(=O)c1cccc([N+](=O)[O-])c1)NNC(=O)c1cccs1
  1	-2	-8
> N#CC1(NC(=O)CN2C(=O)NC(c3ccccc3)(c3ccccc3)C2=O)CCCC1
  6	-6	0
> CCOC(=O)[C@H]1[C@H]2COc3ccccc3[C@@H]2N2C(=O)c3cc(C)ccc3NC(=O)[C@@]12C
  -5	-11	-2
> Cc1cc(=O)[nH]c(SCC(=O)N2CCCC2)n1
  1	-2	-1
> Fc1ccc(CN2CC[C@H]3C=CCc4cccc(c43)C2)cc1
  4	-9	1
> Cc1nn(CC(=O)OCC(=O)NCCc2ccc(F)cc2)c(C)c1[N+](=O)[O-]
  2	-7	-2
> COc1ccc(NC(=O)CSc2n[nH]c(-c3ccncc3)n2)cc1Cl
  1	1	8
> CC(C)(C)OC(=O)NCC(=O)NNC(=O)C(C(=O)OCc1ccccc1)c1ccccc1 (stereo unspecified)
  2	-6	-2
> COc1cc(OC)cc(C(=O)NC(C(=O)Nc2ccc3c(c2)OCO3)C(C)C)c1 (stereo unspecified)
  -4	-7	-1
> CCN(CC(=O)Nc1cc(Cl)ccc1C)C(=O)C1CC1
  0	0	-2
> C[C@@H]1CN([C@H](C)CO)C(=O)c2cccc(NC(=O)Nc3ccc(C(F)(F)F)cc3)c2O[C@H]1CN(C)S(=O)(=O)c1cccs1
  ?	6	-3
> O=C1N(c2ccccc2C(F)(F)F)O[C@]1(c1ccccc1)C1CCCCC1
  6	1	-3
> CC(C)N(CCn1c(SCC(=O)Nc2cccnc2Cl)nc2ccccc2c1=O)C(C)C
  -1	-2	-1
> Cc1ccc2c(c1)[C@@H]1[C@H](CO2)[C@H](c2ccccc2)[C@]2(C)C(=O)N[C@H](C)C(=O)N12
  2	2	-2
> O=C1C=C(c2cccc(Br)c2)C[C@@H](c2ccc3c(c2)OCO3)C1
  2	4	3
> OC[C@H]1O[C@H](OCCc2ccc(O)cc2)[C@H](O)[C@@H](O)[C@@H]1O
  -6	0	-3
> C=Cc1ccc(C2=CC(=O)C[C@H](c3ccc(OC)cc3)C2)cc1
  6	12	-2
> CC(C)[C@H](NC(=O)c1cccc(S(=O)(=O)N2CCOCC2)c1)C(=O)NCc1ccc(F)cc1
  4	4	0
> Cc1cc(C)cc(NC(=O)CSc2nc3nc(C)cc(C)c3c(=O)[nH]2)c1
  1	0	-1
> O=C(Nc1cc(-c2ccccc2)nn1C1CCCCC1)c1ccc(Cl)cc1
  7	3	-3
> O=C1C[C@H](NC(=O)OCc2ccccc2)CO1
  -4	-3	1
> O=C(CN1C(=O)NC(CCc2ccccc2)C1=O)Nc1ccc(F)c(F)c1F (stereo unspecified)
  -9	-1	0
> C[C@H]1CN([C@@H](C)CO)C(=O)c2cccc(NC(=O)c3ccncc3)c2O[C@H]1CN(C)C(=O)Nc1ccccc1
  -6	-6	-4
> CCC(CO)Oc1cc(NC(=O)c2ccccc2)c2ncn(C(C)C)c2c1 (stereo unspecified)
  0	8	2
> CCC(C)(C)C1CCC2(CC1)NC(=O)N(CC(=O)NCCOc1ccccc1)C2=O (stereo unspecified)
  9	1	11
> CSCCC(NS(=O)(=O)c1ccccc1F)C(=O)NCC(c1ccco1)N(C)C (stereo unspecified)
  -2	-3	0

Some of these compounds in order of molar mass, falling:
Results follow in this order: HDAC3 inhib	Dyrk1A ADPGlo	GSK3A inh
> C[C@H]1CN([C@@H](C)CO)C(=O)c2cccc(NC(=O)c3ccncc3)c2O[C@H]1CN(C)C(=O)Nc1ccccc1
  -6	-6	-4
> CC(C)[C@H](NC(=O)c1cccc(S(=O)(=O)N2CCOCC2)c1)C(=O)NCc1ccc(F)cc1
  4	4	0
> CSCCC(NS(=O)(=O)c1ccccc1F)C(=O)NCC(c1ccco1)N(C)C (stereo unspecified)
  -2	-3	0
> CCOC(=O)[C@H]1[C@H]2COc3ccccc3[C@@H]2N2C(=O)c3cc(C)ccc3NC(=O)[C@@]12C
  -5	-11	-2
> CCC(C)(C)C1CCC2(CC1)NC(=O)N(CC(=O)NCCOc1ccccc1)C2=O (stereo unspecified)
  9	1	11
> O=C(Nc1cc(-c2ccccc2)nn1C1CCCCC1)c1ccc(Cl)cc1
  7	3	-3
> Cc1nn(CC(=O)OCC(=O)NCCc2ccc(F)cc2)c(C)c1[N+](=O)[O-]
  2	-7	-2
> Cc1ccc2c(c1)[C@@H]1[C@H](CO2)[C@H](c2ccccc2)[C@]2(C)C(=O)N[C@H](C)C(=O)N12
  2	2	-2
> O=C1N(c2ccccc2C(F)(F)F)O[C@]1(c1ccccc1)C1CCCCC1
  6	1	-3
> Cc1cc(C)cc(NC(=O)CSc2nc3nc(C)cc(C)c3c(=O)[nH]2)c1
  1	0	-1
> CCC(CO)Oc1cc(NC(=O)c2ccccc2)c2ncn(C(C)C)c2c1 (stereo unspecified)
  0	8	2
> O=C(COC(=O)c1cccc([N+](=O)[O-])c1)NNC(=O)c1cccs1
  1	-2	-8
> Fc1ccc(CN2CC[C@H]3C=CCc4cccc(c43)C2)cc1
  4	-9	1
> O=C1C[C@H](NC(=O)OCc2ccccc2)CO1
  -4	-3	1

Compound profiles, from the list above:
C[C@@H]1CN([C@H](C)CO)C(=O)c2cccc(NC(=O)Nc3ccc(C(F)(F)F)cc3)c2O[C@H]1CN(C)S(=O)(=O)c1cccs1 is listed as HDAC3 inhib: ?; Dyrk1A ADPGlo: 6; GSK3A inh: -3
O=C(COC(=O)c1cccc([N+](=O)[O-])c1)NNC(=O)c1cccs1 is listed as HDAC3 inhib: 1; Dyrk1A ADPGlo: -2; GSK3A inh: -8

Screening results deposited in PubChem BioAssay by Broad Institute.
